B2AR arrestin: qHTS assay of beta-arrestin-biased ligands of beta2-adrenergic receptor | Beta-2 adrenergic receptor (Homo sapiens), P07550 | beta-arrestin recruitment to beta2AR, cell-based reporter | Potency, µM (doses to about 46.1 µM), for the others: top-dose activation, hits mostly activators | 0.02% of 330,000 active | AID 492947, 2010;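 also: potency is read from the fitted curve at half-maximal effect; 0% = DMSO controls and full agonism = EC100 isoproterenol or metaproterenol; nearly all actives have a fitted effect of over 65% in size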
USP2a block: qHTS Assay for Inhibitors of Ubiquitin-specific Protease USP2a Using CHOP2 as the Reporter; AID 463254, 2010; Potency, µM (top dose mostly 38.3 µM), without a hit: top-dose activity change, negative = inhibition, usual class: inhibitors; 0.01% of 330,000 active; USP2 core, Ub-CHOP2 coupled fluorogenic reporter, 485/531;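 also: potency is read from the fitted curve at half-maximal effect; plate controls were DMSO wells for no effect and full inhibition by NEM control for full effect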
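Deubiquitinase activity read as fluorescence (485/531 nm) after Ub-CHOP2 cleavage activates the enterokinase reporter on its substrate; USP2 core 10nM, Ub-CHOP2 and substrate 25nM each, 30min compound preincubation then 60min RT; data normalized to NEM, curves fitted.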
KCNH2 WT inh: qHTS for Inhibitors of KCHN2 3.1: Wildtype qHTS; 0.37% of 340,000 active; U2OS, BacMam KCNH2, thallium flux FluxOr; stronger effect = lower value; activity change, % at 1.84 µM;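 active = maximum activity change below -70%; inconclusive = maximum activity change between -70% and -50%; inactive = maximum activity change above -50%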
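U2OS cells were transduced with wild-type KCNH2 virus (2.03 x 10^8 / mL) for 4 h at room temperature, then cultured overnight at 37 C. Thallium flux was read with FluxOr dye. Rate constants were normalized to DMSO controls.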
Chronic BCR inh: qHTS Assay to Find Inhibitors of Chronic Active B-Cell Receptor Signaling; 0.05% of 340,000 active; Potency, µM (highest dose often 46.1 µM), without a hit: top-dose ratio change, negative = lower green/red ratio, actives largely listed as inhibitors; ABC-DLBCL IkBa-CBG/CBR reporter, luminescence ratio, 4 h; active = well fitted inhibition curve with a large enough effect in the signal ratio, with a control signal flat, not every such curve was filed as active; inconclusive = small, poorly fitted or top-dose-only effect, or effect the other way, or a change in a side signal; the % refers to the signal ratio;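 also: potency is read from the fitted curve at half-maximal effect; plate controls were basal doxycycline-induced cells for no effect and cells given 10 µM MG132 for full effect; MG132 reads +100%, hits lower the ratio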
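TMD8 human ABC-DLBCL cells with doxycycline-inducible IκBα–green luciferase fusion and unfused red luciferase, in 0.5% FBS medium; compounds up to 46 uM, 4 h at 37C. Green/red luminescence ratio, filter-overlap corrected, fitted to concentration-response curves.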
PKM2 act: qHTS Assay for Activators of Human Muscle isoform 2 Pyruvate Kinase; Pyruvate kinase PKM (Homo sapiens), P14618; purified PKM2, Kinase-Glo ATP luminescence, activation; response scale: 0% is enzyme alone, no compound; Potency, µM (top dose mostly 57.5 µM), inactives show at the highest dose activation, hits mostly activators; 0.34% of 260,000 active; also: potency is read from the fitted curve at half-maximal effect; nearly all actives have a fitted effect of over 55% in size
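Kinase-Glo luminescence reports ATP generated from ADP (0.1 mM) and PEP (0.5 mM) by purified hPK-M2 after 1 h at room temperature, pH 7.2 imidazole buffer; intermediate enzyme activity allows detecting inhibitors and activators.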
FBPA coupling cs: qHTS Assay for Inhibitors of Fructose-1,6-bisphosphate Aldolase from Giardia Lamblia: Coupling assay counterscreen. AID 2472, 2010. activity change, negative = inhibition, % at 58.2 µM, hits read low. coupling enzyme system counterscreen, AmpLite Red fluorescence. 0.67% of 290,000 active; in the data active = activity change below about -30%
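Counterscreen of the coupled detection system alone, without aldolase: glyceraldehyde-3-phosphate coupling enzymes plus AmpLite Red readout. Compounds at 57.5 uM final, 10 min RT preincubation, 20 min RT reaction, fluorescence 525/598 nm.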
uPA generation: qHTS for Inhibitors of Cell Surface uPA Generation | AID 540303, 2011 | Potency, µM (series often up to 38.3 µM), without a hit: at the top dose activity change, negative = inhibition, usual class: inhibitors | cell surface uPA generation assay, qHTS | 0.31% of 330,000 active; active = well fitted inhibition curve with a large enough effect; inconclusive = small, poorly fitted or top-dose-only effect; inactive = no such curve, though single readings can be large or run the other way; tested in mouse RAW 264.7 cells; also: potency is read from the fitted curve at half-maximal effect; nearly all actives have a fitted effect of over 55% in size
Giardia killer: Small Molecules that selectively kill Giardia lamblia: qHTS; 0.15% of 340,000 active; AID 540267, 2011; Giardia lamblia trophozoite viability; activity change, % at 7.66 µM, hits read low; in the data active = activity change below about -80%; inconclusive = between about -30% and that limit;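 also: parasites exposed to compound for two days anaerobically before the ATP read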
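Giardia lamblia trophozoites (100 cells/well) were incubated with compounds for 48 h at 37 deg C under anaerobic conditions. Viability was read as ATP content by one-step luminescence after 15-30 min at room temperature.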
Eya2 inh: qHTS Assay for Inhibitors of the Phosphatase Activity of Eya2; Protein phosphatase EYA2 (Homo sapiens), O00167; recombinant Eya2, OMFP fluorescence dephosphorylation (OMFP is methylfluorescein phosphate); Potency, µM (highest dose often 76.9 µM), for inactives: at the top dose activity, negative = inhibition, hits mostly inhibitors; 0.006% of 330,000 active; also: potency is read from the fitted curve at half-maximal effect
Target sequence (O00167 whole entry, looked up): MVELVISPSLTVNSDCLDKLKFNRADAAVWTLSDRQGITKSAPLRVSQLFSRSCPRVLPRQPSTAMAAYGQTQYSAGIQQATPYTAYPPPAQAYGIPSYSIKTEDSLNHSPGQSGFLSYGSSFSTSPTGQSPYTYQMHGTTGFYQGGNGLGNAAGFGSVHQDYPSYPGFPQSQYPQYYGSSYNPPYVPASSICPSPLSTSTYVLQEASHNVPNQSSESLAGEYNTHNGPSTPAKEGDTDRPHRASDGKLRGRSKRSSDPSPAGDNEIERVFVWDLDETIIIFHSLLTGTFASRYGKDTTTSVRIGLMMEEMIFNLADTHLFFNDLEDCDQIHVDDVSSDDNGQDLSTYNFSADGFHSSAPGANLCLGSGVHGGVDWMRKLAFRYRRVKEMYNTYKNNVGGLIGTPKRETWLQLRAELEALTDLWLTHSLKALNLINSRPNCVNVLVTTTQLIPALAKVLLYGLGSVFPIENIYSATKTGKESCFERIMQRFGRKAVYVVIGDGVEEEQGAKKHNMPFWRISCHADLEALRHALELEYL
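Eya2 protein (added as 0.2 uM solution) was preincubated with compound for 10 min at ambient temperature in 50 mM HEPES pH 7.5, 50 mM NaCl, 5 uM MgCl2, 0.05% BSA, 1 mM DTT. OMFP (added at 50 uM) then reacted 10 min; fluorescence read at 485/525 nm.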
KCNH2 3.1 block: qHTS for Inhibitors of KCHN2 3.1: Mutant qHTS; Potassium voltage-gated channel subfamily H member 2, brain isoform KCNH2 3.1 (human); U2OS KCNH2 3.1, thallium flux FluxOr; stronger effect = lower value; activity change, % (tested at about 1.8 µM); 0.95% of 340,000 active;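 active = maximum activity change below -70%; inconclusive = maximum activity change from -70% to -50%; inactive = maximum activity change above -50%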;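 also: thallium influx rate constant from kinetic fluorescence after stimulation buffer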
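Thallium flux read-out: FluxOr dye with Red40 quencher in HBSS/HEPES, 45 min at RT. Rate constants from kinetic reads were normalized to positive and negative DMSO controls. Cells: U2OS virally expressing the 3.1 isoform.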
GALK inh: qHTS Assay for Inhibitors of Human Galactokinase (GALK); P51570; Purified GALK, Kinase-Glo residual ATP luminescence; 0.007% of 270,000 active; Potency, µM (titrated, usually from 57.5 µM), inactives show top-dose activity change, negative = inhibition, most hits filed as inhibitors; also: potency is read from the fitted curve at half-maximal effect
Target sequence (P51570 whole entry, looked up): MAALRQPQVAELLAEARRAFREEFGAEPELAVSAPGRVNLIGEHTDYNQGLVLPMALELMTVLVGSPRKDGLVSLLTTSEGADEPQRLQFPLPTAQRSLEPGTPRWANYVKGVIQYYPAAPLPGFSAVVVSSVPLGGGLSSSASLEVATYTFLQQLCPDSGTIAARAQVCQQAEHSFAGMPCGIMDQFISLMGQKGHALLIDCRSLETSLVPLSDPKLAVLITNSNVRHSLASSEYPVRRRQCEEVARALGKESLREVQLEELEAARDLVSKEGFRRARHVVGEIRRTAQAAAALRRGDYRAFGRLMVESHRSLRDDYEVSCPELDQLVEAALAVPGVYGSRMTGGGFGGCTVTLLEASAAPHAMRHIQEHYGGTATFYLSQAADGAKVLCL
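Galactose (100 uM) and ATP (35 uM) were turned over by 5 nM GALK for 1 h at RT. Kinase-Glo Plus then converted the remaining ATP into a luminescent signal.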
* marks the source's active call; other numbers are inactive results; u = inconclusive; x = no result given; [ ] = remark or other dose. Unless noted, calls follow the shape of the dose curve; as a rule, active = well fitted curve in the direction sought with a large enough effect; inconclusive = small, poorly fitted or top-dose-only effect, or another doubt; inactive = no such curve, though single readings can be large; an effect the other way counts as inactive or inconclusive. Unless noted, % is scaled to controls: 0 for no effect and ±100 for the full control effect.

#1 COc1ccc(CN2CCC(n3nccc3NC(=O)CCOc3ccccc3)CC2)cc1C
#2 O=C(Nc1ccccc1N1CCOCC1)C1CCN(S(=O)(=O)c2cccc(C(F)(F)F)c2)CC1
#3 O=C(c1ccc(Br)o1)N1CC=C(c2ccccc2)CC1
#4 COc1cccc(C(=O)Nc2sc3c(c2C(=O)O)CCCC3)c1
#5 CC(=O)c1ccc(N(CC(=O)NC2CCCCC2)C(=O)CNC(=O)c2ccco2)cc1
#6 CCCn1nc(C(=O)OCC(=O)c2ccccc2)c2ccccc2c1=O
#7 COCCNC(=S)N1CCN(c2cccc(C)c2C)CC1
#8 CCN1CCc2c(sc(NC(=O)c3cc4ccccc4cc3OC)c2C(N)=O)C1
assay / compound | 1 | 2 | 3 | 4 | 5 | 6 | 7 | 8
USP2a block | -1% | 1% | 2% | -1% | 1% | 1% | -2% | 0%
KCNH2 3.1 block | x | 0 | 9 | -3 | -1 | 4 | -5 | -5
Chronic BCR inh | 1% | -6% | u | u | 0% | 6% | -9% | u
Eya2 inh | -12% | -8% | 1% | -24% | -6% | -11% | -9% | -19%
Giardia killer | -9 | 2 | 7 | 6 | -9 | -2 | -16 | 0
uPA generation | -7% | -5% | 11% | -20% | 3% | 7% | 0% | -14%
KCNH2 WT inh | 31 | 5 | 1 | 1 | 0 | -10 | 3 | 4
B2AR arrestin | -0.2% | -2.3% | 5.3% | 0.3% | 0.1% | -0.1% | 0.1% | -0.7%
FBPA coupling cs | -1 | 3 | x | -27 | 0 | 1 | -1 | x
GALK inh | 4% | -2% | x | -1% | 5% | 11% | 0% | -3%
PKM2 act | -3% | -5% | x | x | x | 18% | -2% | -6%

#9 CC1CCCC(NC(=O)Cn2cc(Br)ccc2=O)C1C (stereo unspecified)
#10 COc1ccc(-n2ncc3c2CC(C)(C)CC3NC(=O)c2ccnn2C)cc1 (stereo unspecified)
#11 O=C1C2C3C=CC(CC3)C2C(=O)N1c1ccccc1 (stereo unspecified)
#12 CCOC(=O)c1c(C)[nH]c(C)c1S(=O)(=O)N1CCN(c2ccc([N+](=O)[O-])cc2)CC1
#13 Cc1cc(=O)oc2cc(O)c(N=Nc3ccccc3)cc12
#14 Cc1cccc(NC(=O)C(=O)NCCCN2CCOCC2)c1
#15 Cc1ccc(S(=O)(=O)N2CCN(C(=O)[C@H](Cc3ccccc3)NC(=O)c3ccco3)CC2)cc1C
#16 O=C(Cn1nnc(-c2ccccc2F)n1)NCc1ccco1
assay / compound | 9 | 10 | 11 | 12 | 13 | 14 | 15 | 16
USP2a block | 4% | 0% | 0% | 3% | -1% | 1% | 5% | 2%
KCNH2 3.1 block | 8 | 4 | -2 | -23 | 28 | 12 | 4 | -1
Chronic BCR inh | -4% | 0% | -1% | u | 12% | u | -8% | -3%
Eya2 inh | 3% | 7% | -6% | -18% | -16% | 1% | 3% | 3%
Giardia killer | 15 | -9 | 3 | u | u | 14 | -5 | 3
uPA generation | -1% | -6% | 30% | -10% | -7% | -4% | 0% | 1%
KCNH2 WT inh | 7 | 4 | 3 | 2 | 0 | 4 | 8 | 12
B2AR arrestin | -0.1% | -0.3% | -0.4% | 0.0% | -0.5% | -0.2% | -1.9% | -0.2%
FBPA coupling cs | x | 3 | 2 | 5 | 1 | 2 | x | 4
GALK inh | x | -3% | 1% | -1% | -2% | 10% | x | -1%
PKM2 act | x | x | 0% | 3%[0.46 µM] | -1% | 0% | x | 1%

#17 Cc1csc(SCC(=O)Nc2cc(C(C)(C)C)nn2-c2ccccc2)n1
#18 CC(=O)Oc1cccc(C(=O)Nc2ccc(NC(=O)c3cccs3)cc2)c1
#19 O=C(c1cc(F)c(F)cc1Cl)N1CCCCC1
#20 O=C(COC(=O)/C=C/c1cccc(F)c1)Nc1ccccc1
#21 O=C(c1ccc(Cl)c(Cl)c1)N1CCC(O)(CN2CCOCC2)CC1
#22 CCCCn1c(=N)n(CC(O)COc2cccc(C)c2)c2ccccc21 (stereo unspecified)
#23 c1ccc(Cn2ncc3c2ncn2c(-c4ccncc4)nnc32)cc1
#24 Cn1c(=O)n(Cc2ccccc2)c(=O)c2c1nc1n2CCS1
assay / compound | 17 | 18 | 19 | 20 | 21 | 22 | 23 | 24
USP2a block | 1% | -1% | -1% | 0% | 4% | 3% | 0% | -2%
KCNH2 3.1 block | -10 | 10 | -7 | 16 | 11 | -42 | x | -4
Chronic BCR inh | 3% | 4% | 11% | 4% | 2% | u | 8% | 7%
Eya2 inh | 7% | -4% | -4% | -8% | 6% | 5% | 29% | 20%
Giardia killer | -1 | -9 | -4 | -12 | 1 | -1 | x | -9
uPA generation | 7% | 0% | 1% | 31%[activator] | -9% | -6% | x | -1%
KCNH2 WT inh | 18 | -15 | -8 | -3 | 0 | 30 | x | 4
B2AR arrestin | 0.2% | -0.3% | 0.1% | 0.1% | -0.9% | -0.4% | 0.4% | 0.0%
FBPA coupling cs | 0 | 2 | -1 | 0 | 3 | 0 | -3 | -1
GALK inh | 4% | 6% | 0% | 1% | 8% | 0% | 3% | -4%
PKM2 act | -3% | -3% | -2% | 3% | -1% | -4% | 1% | 8%

#25 CCN(CC)P(=O)(Nc1ccc(Br)cc1)c1c(C)nn(CCC#N)c1NC(=O)c1ccc(Cl)cc1 (stereo unspecified)
#26 Cc1occc1C(=O)NCCCc1ccccc1
#27 Cc1cccc(-c2n[nH]c(=S)n2/N=C/c2ccco2)c1
#28 CC(C)[C@H](NC(=O)[C@@H]1Cc2c([nH]c3ccccc23)C2c3ccccc3C(=O)N21)C(=O)NCC1CCCO1 (stereo partly specified)
#29 Cc1ccccc1CC1(CO)CCCN(C(=O)c2ccc(F)cc2)C1 (stereo unspecified)
#30 Cc1nc2ccc(C(=O)N(C)CC3CCCN(CCc4ccc(Cl)cc4)C3)cc2[nH]1 (stereo unspecified)
#31 CCCOc1ccc(C(=O)CCC(=O)OCC(=O)Nc2ccc(Oc3ccccc3)cc2)cc1
#32 COc1cccc(CNc2ccc(F)c(Cl)c2)c1OC
#33 O=C(NC(Cc1ccccc1)C(=O)O)/C(=C/c1cccc(Br)c1)NC(=O)c1ccco1 (stereo unspecified)
#34 COc1cc(C(=O)NCCc2cn3ccc(C)cc3n2)cc(OC)c1OC
assay / compound | 25 | 26 | 27 | 28 | 29 | 30 | 31 | 32 | 33 | 34
USP2a block | 0% | 2% | 1% | 2% | 9% | 1% | 0% | 5% | -1% | 0%
KCNH2 3.1 block | -18 | -19 | 8 | 5 | -24 | 22 | x | 5 | 3 | 25
Chronic BCR inh | -5% | 5% | 14% | u | 0% | 2% | -15% | 16% | 2% | -11%
Eya2 inh | -6% | 5% | -12% | 15% | 1% | u | -3% | 27% | 4% | -6%
Giardia killer | 9 | 6 | u | -16 | -16 | -11 | x | -17 | -10 | -4
uPA generation | -9% | -2% | -7% | -6% | 0% | -2% | x | 6% | 0% | 8%
KCNH2 WT inh | -7 | 6 | 1 | 6 | -5 | 7 | x | 3 | 20 | 6
B2AR arrestin | -0.4% | 0.1% | -0.3% | -0.7% | -0.6% | -0.7% | -0.3% | -0.5% | -0.3% | -0.4%
FBPA coupling cs | -3 | 0 | -1 | 1 | 2 | 3 | 0 | -5 | 4 | 1
GALK inh | -2% | -1% | 6% | x | -1% | 1% | 4% | 0% | 0% | 1%
PKM2 act | 0% | 2% | -5% | 4% | -2% | x | 3% | 2% | -2% | 8%

Looked up one by one from above:
#31 CCCOc1ccc(C(=O)CCC(=O)OCC(=O)Nc2ccc(Oc3ccccc3)cc2)cc1
#26 Cc1occc1C(=O)NCCCc1ccccc1
#29 Cc1ccccc1CC1(CO)CCCN(C(=O)c2ccc(F)cc2)C1 (stereo unspecified)
assay / compound | 31 | 26 | 29
USP2a block | 0% | 2% | 9%
KCNH2 3.1 block | x | -19 | -24
Chronic BCR inh | -15% | 5% | 0%
Eya2 inh | -3% | 5% | 1%
Giardia killer | x | 6 | -16
uPA generation | x | -2% | 0%
KCNH2 WT inh | x | 6 | -5
B2AR arrestin | -0.3% | 0.1% | -0.6%
FBPA coupling cs | 0 | 0 | 2
GALK inh | 4% | -1% | -1%
PKM2 act | 3% | 2% | -2%

High-throughput results: PubChem, National Center for Advancing Translational Sciences (NCATS)

An unsorted share of the library; 2.4% or so of the library scored in one or more.
